C diff HTS = C. difficile growth inhibitors, primary screen, HTS. growth activity, negative = inhibition, % at 16 µg/mL (by protocol). 0.25% of 86,000 active. AID 1259249, 2017. Clostridium difficile clinical isolate growth, OD600, 24 h; active compounds read low;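 active = mean growth activity at or below -80% and every replicate also at or below -80%; inconclusive = mean at or below -80% but some replicate above -80%; inactive = mean growth activity above -80%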;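 also: 0% = DMSO wells and -100% = levofloxacin 16 µg/mL wells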
Pf Dd2 inh = P. falciparum Dd2 growth inhibitors, primary screen, SYBR Green fluorescence, single dose replicates; 72 h; active compounds read low; activity change, % at 10 µM; 2.3% of 94,000 active; AID 1159554, 2015; in the data active = activity change below about -80%; inconclusive = no clear call, values can overlap the other calls
KDM4C inh = inhibitors of GASC-1 (KDM4C) histone demethylase, primary screen, biochemical, single concentration HTS | GST-KDM4C 2-372, H3K9me3 peptide, LANCE TR-FRET | inhibition, % at 12.5 µM | 0.15% of 96,000 active;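 active = mean replicate inhibition above about 25%, with at least 55% of replicates also reaching it, limit read from the data, passing the limit was not always enough; inconclusive = only one of those two conditions met; inactive = neither condition met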
Target sequence (Q9H3R0 2-372 limits assumed): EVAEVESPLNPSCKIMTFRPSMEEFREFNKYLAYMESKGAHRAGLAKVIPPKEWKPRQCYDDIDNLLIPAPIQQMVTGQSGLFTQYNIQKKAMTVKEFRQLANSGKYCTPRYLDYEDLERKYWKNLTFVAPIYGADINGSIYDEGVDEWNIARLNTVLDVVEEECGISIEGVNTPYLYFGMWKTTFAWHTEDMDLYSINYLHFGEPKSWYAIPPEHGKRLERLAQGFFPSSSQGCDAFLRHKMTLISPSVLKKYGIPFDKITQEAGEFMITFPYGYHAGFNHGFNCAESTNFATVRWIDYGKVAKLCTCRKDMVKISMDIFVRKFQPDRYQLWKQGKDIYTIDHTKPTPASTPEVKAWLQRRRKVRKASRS
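Test system – GST-tagged GASC-1 (JMJD2C) catalytic fragment, aa 2-372 · Medium – HEPES buffer, pH 7.5, plus ascorbate · Reagent – H3K9me3 peptide with Fe(II)/2OG · Compound – one test concentration per compound · Timing – 30 min reaction, 60 min detection, RT · Technique – TR-FRET with Eu antibody and ULight streptavidin, EDTA stop · Read-out basis – inhibition from TR-FRET ratio decrease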
Tcruzi prolif = T. cruzi intracellular proliferation inhibitors, primary screen, cell-based, beta-gal Tulahuen parasites, NIH3T3 host, luminescence. AID 624255, 2012. inhibition, % at 8.34 µM. T. cruzi beta-gal in NIH3T3, GalScreen luminescence, 90 h. 5.9% of 77,000 active;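 active = mean inhibition above about 93%, with at least 55% of replicates each passing it, limit read from the data, passing the limit was not always enough; inconclusive = only one of those two conditions holds; inactive = neither condition holds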
Numbers without * were called inactive; ? = inconclusive; / = no result given; & = joins results of further samples. The order is random; any-hit rate near 7%.

SMILES	C diff HTS	Pf Dd2 inh	KDM4C inh	Tcruzi prolif
CCN1[C@@H]2c3ccc(-c4ccncc4)c(=O)n3C[C@H]1[C@H](CO)[C@H]2C(=O)Nc1ccccc1	-1	/	0.5	-42
C[C@H](CO)N1C[C@H](C)[C@@H](CN(C)C(=O)Nc2ccc(F)cc2)Oc2c(NS(=O)(=O)c3ccccc3)cccc2C1=O	13	-14	1.3	-17
Cc1noc(C)c1S(=O)(=O)Nc1ccc2c(c1)C(=O)N([C@H](C)CO)C[C@@H](C)[C@@H](CN(C)C(=O)NC(C)C)OCCCC[C@@H](C)O2	5	-11	0.2	-105
C[C@H]1CN([C@@H](C)CO)S(=O)(=O)c2ccc(C#CC(C)(C)O)cc2O[C@@H]1CN(C)Cc1ccc(-c2ccccc2)cc1	1	-58	-0.1	118*
COc1ccc(S(=O)(=O)Nc2ccc3c(c2)CC(=O)N([C@H](C)CO)C[C@H](C)[C@@H](CN(C)S(=O)(=O)c2cn(C)cn2)O3)cc1	-13	35	9.3	2
COCC(=O)N(C)C[C@H]1Oc2cc(C#CCC3CCCC3)ccc2S(=O)(=O)N([C@@H](C)CO)C[C@@H]1C	1	-14	-0.1	/
COCC#Cc1ccc2c(c1)O[C@@H](CN(C)C)[C@@H](C)CN([C@@H](C)CO)S2(=O)=O	-1	7	1.2	-15
CCCN1[C@@H]2c3ccc(-c4cccnc4)c(=O)n3C[C@H]1[C@H](CO)[C@H]2C(=O)NC1CCC1	-2	4	-0.2	-9
COc1ccc(C#Cc2ccc([C@@H]3[C@@H](CO)N4C(=O)CN(C(=O)c5ccc(F)cc5)C[C@@H]34)cc2)cc1	-2	-74	1.6	/
C[C@@H]1CN([C@@H](C)CO)C(=O)Cc2cc(NS(=O)(=O)c3cccs3)ccc2O[C@H]1CN(C)S(C)(=O)=O	-9	4	0.0	-4
C[C@H]1CN([C@@H](C)CO)C(=O)CCCn2cc(nn2)CO[C@@H]1CN(C)C(=O)Nc1cccc2ccccc12	-2	-13&7	2.2	16&3
Cc1ccccc1-c1cnc2c(c1)C(=O)N([C@@H](C)CO)C[C@@H](C)[C@@H](CN(C)C(=O)CN(C)C)O2	-10	-27	0.7	9
CCCN(C)C[C@H]1Oc2cc(C#CC3CCCCC3)ccc2S(=O)(=O)N([C@@H](C)CO)C[C@H]1C	21	-68	1.7	74
O=C(N[C@@H]1CC[C@H](CC(=O)N2CCCCC2)O[C@@H]1CO)c1ccccn1	6	23	1.6	-38
CS(=O)(=O)Nc1ccc2c(c1)[C@H]1C[C@@H](CC(=O)NCc3cccc(F)c3)O[C@H](CO)[C@H]1O2	-5	3	-3.2	/
Cc1noc(C)c1S(=O)(=O)Nc1ccc2c(c1)C(=O)N([C@@H](C)CO)C[C@H](C)[C@@H](CN(C)S(=O)(=O)c1cccs1)OCCCC[C@H](C)O2	-3	-46	0.1	51
Cc1cccc(S(=O)(=O)N2C[C@@H]3N[C@H](C2)C3c2ccc(-c3cncnc3)cc2)c1 (stereo partly specified)	-3&-14	-28&4	0.8&0.3	/
COc1ccc2c3c(n(C)c2c1)[C@@H](CO)N(C(=O)C1CC1)CC31CCN(C(=O)CN(C)C)CC1	-4	-84*	-0.3	/
COc1cccc(NC(=O)N[C@H]2C=C[C@@H](CC(=O)N3CCOCC3)O[C@H]2CO)c1	-2	0	0.2	36
C[C@H]1CN([C@@H](C)CO)C(=O)c2cccc(NS(=O)(=O)c3cccs3)c2O[C@@H]1CN(C)Cc1ccc(Oc2ccccc2)cc1	/	-21	2.5	12
CCC(=O)N1CC2(CN(C(=O)Nc3c(C)noc3C)C2)c2c([nH]c3cc(OC)ccc23)[C@H]1CO	2	8	0.8	/
C[C@@H]1CCCCO[C@@H](CN(C)C(=O)NC2CCCCC2)[C@@H](C)CN([C@@H](C)CO)C(=O)c2cc(N(C)C)ccc2O1	-1	/	4.0	-5
CNC[C@H]1Oc2ccc(NC(=O)Nc3ccc(C(F)(F)F)cc3)cc2C(=O)N([C@H](C)CO)C[C@H]1C	-1	11	0.1	8
CCCC#Cc1ccc([C@H]2[C@H](CO)N3C(=O)CN(S(=O)(=O)c4ccccc4C)C[C@@H]23)cc1	28	1	-1.0	/
C[C@@H]1CN([C@@H](C)CO)C(=O)c2cccc(NS(=O)(=O)c3ccc(F)cc3)c2O[C@@H]1CN(C)S(=O)(=O)c1ccc(Cl)cc1	-10	-63	-2.3	-9
C[C@H](CO)N1C[C@H](C)[C@@H](CN(C)Cc2ccc(C(=O)O)cc2)Oc2ccc(NC(=O)Nc3ccc(C(F)(F)F)cc3)cc2CC1=O	13	-15	2.5	-14
C[C@@H]1CN([C@H](C)CO)C(=O)c2cc(-c3cccc(C#N)c3)cnc2O[C@H]1CN(C)Cc1cccnc1	-5	35	-2.5	/
C[C@@H]1CN([C@H](C)CO)C(=O)c2cc(NS(=O)(=O)c3ccccc3)ccc2O[C@@H]1CN(C)S(=O)(=O)c1cn(C)cn1	-12	16	2.4	-3
CCCNC(=O)Nc1ccc2c(c1)OC[C@@H](C)N(Cc1ccccc1)C[C@H](C)[C@H](OC)CN(C)C2=O	-5	-65	1.4	72
C[C@@H]1CCCCO[C@@H](CN(C)S(C)(=O)=O)[C@H](C)CN([C@H](C)CO)C(=O)c2cc(NC(=O)Nc3ccc4c(c3)OCO4)ccc2O1	-3	-53	1.1	-11

Limited to C diff HTS, Pf Dd2 inh and KDM4C inh (three entries from above):
Molecule | C diff HTS | Pf Dd2 inh | KDM4C inh
COCC#Cc1ccc2c(c1)O[C@@H](CN(C)C)[C@@H](C)CN([C@@H](C)CO)S2(=O)=O | -1 | 7 | 1.2
CCCN1[C@@H]2c3ccc(-c4cccnc4)c(=O)n3C[C@H]1[C@H](CO)[C@H]2C(=O)NC1CCC1 | -2 | 4 | -0.2
COc1ccc(C#Cc2ccc([C@@H]3[C@@H](CO)N4C(=O)CN(C(=O)c5ccc(F)cc5)C[C@@H]34)cc2)cc1 | -2 | -74 | 1.6

(further entries)
SMILES	C diff HTS	Pf Dd2 inh	KDM4C inh	Tcruzi prolif
O=C(C[C@@H]1C[C@@H]2c3cc(NC(=O)NC4CCCC4)ccc3O[C@@H]2[C@H](CO)O1)NCCc1ccccc1	2	2	-2.2	/
O=C(NC[C@H]1CC[C@H]2[C@H](CN2Cc2ccccc2F)O1)C1CCCCC1	-4	49	/	/
COc1cccc(S(=O)(=O)N2CCCCN3[C@@H](CO)[C@H](c4ccc(C#CC(C)C)cc4)[C@@H]3C2)c1	-10	-22	0.0	70
C[C@@H]1CCCCO[C@@H](CN(C)C(=O)C2CCCCC2)[C@H](C)CN([C@@H](C)CO)C(=O)c2cc(NS(=O)(=O)c3cn(C)cn3)ccc2O1	-1	28	0.0	-5
C[C@@H]1CN([C@H](C)CO)C(=O)Cc2cc(NC(=O)C3CCCCC3)ccc2O[C@H]1CN(C)S(=O)(=O)c1ccccc1	-7	-45	-2.4	34
O=C(C1CCC1)N1C[C@@H]2[C@H](c3ccccc31)[C@H](CO)N2C(=O)c1ccccc1F	0	-9	6.1	-55
C[C@H](CO)N1C[C@H](C)[C@H](CN(C)S(=O)(=O)c2ccc(Cl)cc2)OCc2cn(nn2)CCCC1=O	/	8	0.2	5
CN1[C@@H]2Cn3c(ccc(-c4ccccc4)c3=O)[C@H]1[C@@H](C(=O)Nc1nccs1)[C@@H]2CO	-3	13	-0.5	9
C[C@@H]1CN([C@H](C)CO)C(=O)c2cc(NC(=O)CCCN(C)C)ccc2O[C@@H]1CN(C)CC1CCCCC1	-6	-10	3.1	-38
Cc1noc(C)c1NC(=O)Nc1cccc2c1O[C@H](CN(C)Cc1ccc(-c3ccccc3)cc1)[C@H](C)CN([C@@H](C)CO)C2=O	17	-55	7.5	3
C[C@H]1CN([C@@H](C)CO)C(=O)c2cccc(NC(=O)c3ccncc3)c2O[C@H]1CN(C)S(=O)(=O)c1ccc(Cl)cc1	4	0	/	49
CCCNC(=O)Nc1ccc2c(c1)OC[C@H](C)N(Cc1ccc(-c3ccccn3)cc1)C[C@H](C)[C@H](OC)CN(C)C2=O	/	?	-1.8	/
COc1ccc(NC(=O)N(C)C[C@H]2Oc3ccc(NC(=O)Cn4cnnn4)cc3C(=O)N([C@@H](C)CO)C[C@H]2C)cc1	/	37	-1.2	-68
COCC(=O)N1CCCCN2[C@H](C1)[C@H](c1ccc(-c3ccc(F)cc3)cc1)[C@@H]2CO	5	43	0.8	82
COc1ccc(NC(=O)Nc2ccc3c(c2)C(=O)N([C@@H](C)CO)C[C@H](C)[C@@H](CN(C)C(=O)NC2CCCCC2)O3)cc1	-1	-14	1.0	-28
CO[C@H]1CN(C)C(=O)c2cc(NS(=O)(=O)c3ccc(-c4ccccc4)cc3)ccc2OC[C@H](C)NC[C@@H]1C	2	-23	-1.1	-11
COc1cccc(NC(=O)Nc2ccc3c(c2)OC[C@H](C)NC[C@@H](C)[C@@H](OC)CN(C)C3=O)c1	-1	-11	0.0	72
CO[C@@H]1CN(C)C(=O)c2cc(NC(=O)Cc3ccccc3)ccc2OC[C@@H](C)N(C(=O)c2ccccc2F)C[C@@H]1C	/	-50	-1.2	-95
O=C(C[C@@H]1CC[C@H](NS(=O)(=O)c2ccc(F)cc2)[C@H](CO)O1)NC1CCCCC1	-1	-1	-0.7	/
O=C(CN1CCOCC1)N[C@H]1CC[C@@H](CCNC(=O)C2CCCC2)O[C@H]1CO	-1	3	-1.2	/
O=C(C[C@@H]1C[C@@H]2c3cc(NS(=O)(=O)c4ccc(F)cc4)ccc3O[C@@H]2[C@H](CO)O1)NCC1CC1	-5	10	-1.3	12
C/C=C/c1ccc([C@@H]2[C@@H](CO)N3CCCCN(S(=O)(=O)c4ccc(F)cc4)C[C@@H]23)cc1	0	11	-1.0	85
CN1CCN(C(=O)[C@H]2[C@H](CO)[C@H]3Cn4c(ccc(C5=CCCCC5)c4=O)[C@@H]2N3S(C)(=O)=O)CC1	-1	/	0.8	-10
Cc1ccc(S(=O)(=O)N[C@H]2C=C[C@H](CC(=O)NCCc3ccncc3)O[C@H]2CO)cc1	1	8	-0.4	42
COc1ccc2c3c(n(C)c2c1)[C@H](CO)NCC31CN(Cc2ccccc2Cl)C1	13	-52	0.6	/
N#C[C@@H]1[C@@H](c2ccccc2C2=CCCCC2)[C@@H](CO)N1C(=O)NC1CCCCC1	-3	-43	-0.8	/
C[C@@H]1CN([C@H](C)CO)C(=O)Cc2cc(NC(=O)Nc3ccccc3)ccc2O[C@H]1CN(C)C(=O)Nc1ccc(C(F)(F)F)cc1	-10	-34	-2.7	21
O=C(C[C@H]1CC[C@H]2[C@@H](COC[C@H](O)CN2C(=O)Nc2cccc(F)c2)O1)NCc1ccccc1F	/	-9	-3.6	-66
CNC[C@H]1OCCCC[C@H](C)Oc2ccc(N(C)C)cc2C(=O)N([C@@H](C)CO)C[C@@H]1C	0	/	-1.7	-46
Cc1ccccc1S(=O)(=O)N1[C@@H](C#N)[C@H](c2ccc(-c3ccccc3)cc2)[C@@H]1CO	3	-61	-1.8	102*
C[C@@H]1CCCCO[C@H](CN(C)S(=O)(=O)c2cn(C)cn2)[C@H](C)CN([C@H](C)CO)C(=O)c2cc(NS(=O)(=O)c3ccc(Cl)cc3)ccc2O1	0	-27	-0.3	-1
COc1ccc(CN2C[C@H](C)[C@@H](OC)CN(C)C(=O)c3ccc(NC(=O)C4CC4)cc3OC[C@@H]2C)cc1	3	11	-0.4	/
CN(C)C(=O)C[C@H]1C[C@@H]2c3cc(NC(=O)C4CCC4)ccc3O[C@@H]2[C@@H](CO)O1	1	-2	3.4	9
C[C@H](CO)N1C[C@H](C)[C@H](CN(C)Cc2ccc(Oc3ccccc3)cc2)Oc2ccc(NS(C)(=O)=O)cc2C1=O	-6	-14	-0.3	59
CO[C@@H]1CN(C)C(=O)c2ccc(NC(=O)c3ccc(F)cc3)cc2OC[C@@H](C)N(C(=O)CN(C)C)C[C@@H]1C	/	/	1.1	19
COc1ccc(CN(C)C[C@H]2OCCCC[C@@H](C)Oc3ccc(NS(=O)(=O)c4ccc(Cl)cc4)cc3C(=O)N([C@@H](C)CO)C[C@@H]2C)cc1	14	-72	4.3	30
C[C@H]1CN([C@@H](C)CO)C(=O)c2cc(NC(=O)Nc3ccc(F)cc3)ccc2O[C@H]1CN(C)S(C)(=O)=O	-1	1	-0.2	2

Compound activity: PubChem, Broad Institute
